Compound activity from PubChem.
Tb MetRS inh: T. brucei MetRS inhibitors, primary screen, biochemical, luminescence. purified T. brucei MetRS, ATP depletion, Kinase-Glo luminescence. 0.4% of 360,000 active. inhibition, % at 11.9 µM. methionyl-tRNA synthetase (Trypanosoma brucei brucei);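 active = inhibition above a per-plate cutoff of the control wells' mean inhibition plus 3 SD, cut at about 5.5% in these data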;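 also: 0% = DMSO wells median and 100% = median of wells with control inhibitor compound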
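technique = Kinase-Glo luminescence, ATP depletion format | system = purified MetRS (methionyl-tRNA synthetase) enzyme from Trypanosoma brucei | timing = 15 min preincubation, 2 h reaction, all 25 °C | evaluation = percent inhibition versus plate control medians | dosing = single dose, 11.9 µM final nominal, 0.9% final DMSO | also added = substrates ATP, L-methionine and bulk Escherichia coli tRNA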
LMPTP inh: LMPTP phosphatase inhibitors, primary screen, biochemical, fluorescence intensity, uHTS; Low molecular weight phosphotyrosine protein phosphatase (Homo sapiens), P24666; recombinant LMPTP-A, OMFP fluorogenic substrate; inhibition, % at 20 µM; 0.22% of 360,000 active; AID 651560, 2012;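 active = compounds that cut the enzyme signal by at least half of the control window in the single-dose screen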;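 also: plate controls were DMSO wells with enzyme plus substrate for no effect and substrate without enzyme for full effect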
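Test system: LMPTP-A phosphatase enzyme; input: 0.625 nM LMPTP-A final; reagent: OMFP substrate, 400 µM final; compound dosing: 20 µM single dose, 3% DMSO; incubation: 50 min dark incubation at room temperature; measured by: endpoint fluorescence intensity from OMFP dephosphorylation; measure: % inhibition relative to no-enzyme and uninhibited control wells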
STEP inh: STEP phosphatase inhibitors, primary screen, biochemical, fluorescence intensity, uHTS. inhibition, % at 20 µM. recombinant STEP, OMFP fluorogenic substrate. 0.25% of 360,000 active. Tyrosine-protein phosphatase non-receptor type 5 (Homo sapiens), P54829. AID 588621, 2011;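 active = inhibition at 20 µM, scaled per plate between control wells, above about 37%, limit read from the data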;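 also: 0% = DMSO with enzyme and substrate and 100% = substrate only without enzyme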
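Also added – OMFP at 25 µM · Test system – STEP tyrosine phosphatase · Technique – FITC-channel fluorescence of OMFP product · Schedule – 20 min at room temperature, dark · Evaluation – control-normalized % inhibition with plate pattern correction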
SUMO1 PPI mod: modulators of SUMO1 protein-protein interactions, primary screen, biochemical, uHTS; Small ubiquitin-related modifier 1 (Homo sapiens), P63165; SUMO1 binding to a labelled peptide, TR-FRET, 1 h; inhibition, % at 20 µM; 0.33% of 360,000 active; AID 602429, 2012; in the data active = inhibition above about 37%
CSN deneddyl inh: inhibitors of CSN-mediated cullin deneddylation, primary screen, biochemical, fluorescence polarization, uHTS; COP9 signalosome complex subunit 5 (Homo sapiens), Q92905; Purified CSN, SCF-Nedd8-OG deneddylation; inhibition, % at 12.5 µM; 0.38% of 360,000 active; AID 651999, 2013;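 active = pattern-corrected inhibition above about 35%, with an unprinted fluorescence ratio check between 0.5 and 1.5, limit read from the data, passing the limit was not always enough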;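 also: 0% = enzyme with substrate and 100% = substrate without enzyme; some results filed as inactive read as strong as hits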
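Material: human Csn5 produced in HEK293T cells; Input: enzyme 0.24 nM; Reagent: SCFSkp2-Nedd8OG substrate at 10 nM final; Dosing: 12.5 µM compound; Incubation: 90 min reaction at room temperature; Detection: fluorescence polarization of the substrate; Evaluation: % inhibition of substrate cleavage by Csn5; Control set: substrate-only high control, full reaction low control.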
NadD inh: inhibitors of S. aureus NadD, primary screen, biochemical, colorimetric, uHTS; 0.78% of 360,000 active; Nicotinate-nucleotide adenylyltransferase NadD (Staphylococcus aureus N315); purified NadD enzyme, colorimetric absorbance read-out; inhibition, % at 20 µM; in the data active = inhibition above about 26%; also: some compounds past the cut are filed as inactive
DNMT1 block: human DNMT1 methyltransferase inhibitors, primary screen, biochemical, molecular beacon, fluorescence, HinP1I cleavage, uHTS; 0.83% of 360,000 active; DNA (cytosine-5)-methyltransferase 1 (Homo sapiens), P26358; inhibition (reported as % activation of signal), % at 10 µM; AID 588458, 2011; in the data active = inhibition above about 50%
Target sequence (P26358 504-1616 limits assumed): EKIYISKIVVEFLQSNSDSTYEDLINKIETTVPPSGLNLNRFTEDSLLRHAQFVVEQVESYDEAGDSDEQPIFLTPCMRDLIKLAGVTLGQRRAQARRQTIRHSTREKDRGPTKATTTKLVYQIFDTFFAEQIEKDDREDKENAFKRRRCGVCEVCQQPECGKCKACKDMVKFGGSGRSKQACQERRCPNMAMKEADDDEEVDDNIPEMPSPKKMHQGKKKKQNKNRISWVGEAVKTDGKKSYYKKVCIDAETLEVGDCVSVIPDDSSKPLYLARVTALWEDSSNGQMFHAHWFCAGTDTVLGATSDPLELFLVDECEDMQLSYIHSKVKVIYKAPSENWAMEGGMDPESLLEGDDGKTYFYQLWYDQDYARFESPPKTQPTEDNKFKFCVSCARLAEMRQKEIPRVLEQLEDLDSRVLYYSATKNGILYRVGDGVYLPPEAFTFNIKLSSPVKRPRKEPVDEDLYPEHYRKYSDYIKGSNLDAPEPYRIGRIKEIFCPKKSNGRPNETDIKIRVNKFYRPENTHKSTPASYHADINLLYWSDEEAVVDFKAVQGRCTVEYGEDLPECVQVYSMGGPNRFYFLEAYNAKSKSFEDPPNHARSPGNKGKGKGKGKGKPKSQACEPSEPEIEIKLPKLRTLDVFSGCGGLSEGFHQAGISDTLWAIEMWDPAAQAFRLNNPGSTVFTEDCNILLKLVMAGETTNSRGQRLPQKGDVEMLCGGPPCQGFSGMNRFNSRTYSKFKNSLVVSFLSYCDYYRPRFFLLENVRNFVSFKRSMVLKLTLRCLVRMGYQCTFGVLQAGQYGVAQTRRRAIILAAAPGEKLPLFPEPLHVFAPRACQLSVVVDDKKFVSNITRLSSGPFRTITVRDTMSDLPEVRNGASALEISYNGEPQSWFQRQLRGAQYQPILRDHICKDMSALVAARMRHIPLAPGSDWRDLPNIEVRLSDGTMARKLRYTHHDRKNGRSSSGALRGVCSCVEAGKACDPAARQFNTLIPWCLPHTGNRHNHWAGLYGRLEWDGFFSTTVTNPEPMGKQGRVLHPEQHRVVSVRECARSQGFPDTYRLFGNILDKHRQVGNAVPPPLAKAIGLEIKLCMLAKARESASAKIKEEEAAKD
Rpn11 inh: Rpn11 (PSMD14) deubiquitinase inhibitors, primary screen, biochemical, fluorescence polarization, uHTS; 26S proteasome non-ATPase regulatory subunit 14 (Homo sapiens), O00487; human 26S proteasome, Ub4-pepOG fluorescence polarization; 20S core pre-blocked with epoxomicin; calls only at 20 µM; 0.59% of 360,000 active; AID 588493, 2011;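 active = inhibition at 20 µM, scaled to each plate's controls, above about 33%, limit read from the data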
Scp-1 inhibitor: Scp-1 phosphatase inhibitors, primary screen, biochemical, colorimetric, uHTS. Recombinant Scp1, phosphopeptide, malachite green phosphate absorbance. inhibition, % at 20 µM. 0.88% of 340,000 active. Carboxy-terminal domain RNA polymerase II polypeptide A small phosphatase 1 (Homo …;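 active = inhibition above about 50% at 20 µM, limit read from the data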;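 also: plate controls were DMSO wells with enzyme for no effect and wells lacking enzyme for full effect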
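Times: enzyme reaction 45 min at room temperature, colour 5 min, stabilisation 30 min. Material: SCP-1 catalytic fragment, aa 76-261. Medium: Acidic Tris acetate buffer with magnesium and detergent. Signal: colorimetric free-phosphate detection, absorbance 630 nm. Read-out basis: % inhibition of SCP-1 phosphate liberation. Reagent: Phosphorylated 17-residue peptide substrate.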
MsrA inh: bovine MsrA enzyme inhibitors, primary screen, biochemical, absorbance, HTS | AID 651718, 2012 | inhibition, % at 15.5 µM | purified bovine MsrA, absorbance read-out | 0.75% of 360,000 active; in the data active = inhibition above about 4.5%;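 also: 0% = vehicle wells with enzyme and 100% = reference inhibitor wells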
The depositor's hits bear a star; i = inactive; · = no result given.

SMILES	Tb MetRS inh	LMPTP inh	STEP inh	SUMO1 PPI mod	CSN deneddyl inh	NadD inh	DNMT1 block	Rpn11 inh	Scp-1 inhibitor	MsrA inh
CCCCc1nc2cc(Cl)ccc2o1	-0.2	-2.4	-6	-2	-1	0	0	i	5	-0.1
O=C(CN1C(=O)NC2(CCOc3ccccc32)C1=O)NCc1ccccc1 (centres undefined)	-0.5	1.8	-2	-5	1	-1	2	i	8	0.7
COc1cccc2cc(C(=O)Oc3ccc(NC(C)=O)cc3)c(=O)oc12	-0.1	-1.1	2	-14	4	-6	18	i	-6	4.7*
COc1ccc(S(=O)(=O)N[C@@H]2C=C[C@@H](CC(=O)N3CCc4ccccc4C3)O[C@@H]2CO)cc1	-0.1	-1.4	·	5	0	·	·	·	·	-0.8
CC1(C)Cc2nc(N3CCOCC3)c(C#N)cc2CO1	-0.3	-0.5	2	1	4	1	-2	i	-1	0.9
CCOC(=O)N1CCN(c2c(NCCc3ccc(OCC)c(OCC)c3)c(=O)c2=O)CC1	-0.5	-0.9	-6	-1	4	8	-1	i	-4	·
Cc1ccc(C(=O)N2CCCC(C(=O)Nc3cccc(-c4ccc(F)cc4)c3)C2)cn1 (centres undefined)	-0.1	0.7	1	-2	-3	1	-2	i	-6	-0.9
Cc1cc(Cl)ccc1NC(=S)Nc1ccccn1	-0.5	0.3	1	2	3	0	-1	i	-7	-1.3
CCN(CC)C(=O)COc1ccc2c(-c3ccc(OC)cc3)cc(=O)oc2c1	-0.3	-1.5	3	-22	-1	1	0	i	-2	1.4
CCOC(=O)CN1C(=O)C(O)(CC(=O)c2ccco2)c2ccccc21 (centres undefined)	0.0	-0.9	-5	-5	-2	-6	3	i	3	0.8

Laid out differently: two of the compounds above.
Results follow in this order: Tb MetRS inh, LMPTP inh, STEP inh, SUMO1 PPI mod, CSN deneddyl inh, NadD inh, DNMT1 block, Rpn11 inh, Scp-1 inhibitor, MsrA inh
Cc1cc(Cl)ccc1NC(=S)Nc1ccccn1
    -0.5, 0.3, 1, 2, 3, 0, -1, i, -7, -1.3
CCOC(=O)N1CCN(c2c(NCCc3ccc(OCC)c(OCC)c3)c(=O)c2=O)CC1
    -0.5, -0.9, -6, -1, 4, 8, -1, i, -4, ·

Next compounds follow.
SMILES	Tb MetRS inh	LMPTP inh	STEP inh	SUMO1 PPI mod	CSN deneddyl inh	NadD inh	DNMT1 block	Rpn11 inh	Scp-1 inhibitor	MsrA inh
COc1ccc(C(=O)NC(Cc2ccc(OC(=O)c3ccc(OC)cc3)cc2)C(=O)O)cc1 (centres undefined)	-0.2	-0.8	1	3	-2	2	3	i	-4	-0.6
O=C(COC(=O)c1cc([N+](=O)[O-])ccc1N1CCOCC1)c1ccc(F)cc1	-0.1	-6.9	-1	-70	-8	2	-2	i	-17	0.5
CCCCN(C(=O)c1ccc(S(=O)(=O)N2CCCCC2)cc1)C1CCS(=O)(=O)C1 (centres undefined)	0.3	1.0	2	3	1	2	4	i	6	0.8
COc1ccccc1N(CC(=O)Nc1c(C)n(C)n(-c2ccccc2)c1=O)S(=O)(=O)c1ccc(C)cc1	-0.5	0.0	0	-2	-1	-3	5	i	-1	-0.1
CCOC(=O)c1c(C)[nH]c(C)c1S(=O)(=O)N(C)CC(=O)Nc1cccc(C)c1	-0.7	0.2	-3	0	1	-5	2	i	5	0.2
O=C1NC(=Nc2ccc(F)cc2)CS1	-0.9	-1.1	-2	1	-2	-1	-6	i	-7	0.7
O=C(CCl)Nc1cccc(Oc2cnccn2)c1	-0.8	0.6	-3	-4	0	-5	0	i	-10	2.6
Cc1ccc(S(=O)(=O)NCC(=O)N(CC(=O)NCC2CCCO2)C2CCCC2)cc1 (centres undefined)	-1.2	-0.2	-7	1	8	-4	4	i	-7	-0.3
O=C(CN1C(=O)CCS(=O)(=O)c2ccccc21)NCc1ccccc1	0.2	-0.1	0	3	-1	2	1	i	-3	0.1
CCOc1ccc(C(=O)Nc2nnc(C)s2)cc1OCC	-0.4	-0.5	-2	-2	5	-2	2	i	-6	-0.8
COC(=O)C1=C(N)OC2=C(C(=O)CCC2)C1c1cccnc1 (centres undefined)	1.3	0.5	-1	-2	1	-1	1	i	-1	0.1
CS(=O)(=O)c1ccc(C(=O)N2CCN(S(=O)(=O)c3ccc(C4CCCCC4)cc3)CC2)cc1	-0.1	1.5	-2	0	-4	1	-3	i	10	-1.0
CC(NC(=O)c1cc(COc2ccc3ncccc3c2)on1)c1ccc(F)cc1 (centres undefined)	-1.8	4.4	3	-4	1	-5	-7	i	-1	0.9
Cc1occc1-c1nnc(SCC(=O)O)n1-c1ccccc1	0.1	-2.3	-3	0	-3	-1	-2	i	12	0.1
COCCCNC(=O)CN1C(=O)COc2ccc(S(=O)(=O)N3CC(C)CC(C)C3)cc21 (centres undefined)	0.0	-0.2	2	-1	-6	-2	1	i	-4	3.0
O=C(CC(c1ccccc1)c1ccccc1O)NCc1ccco1 (centres undefined)	-0.1	0.7	-1	0	1	2	-1	i	-7	-0.4
CC(=O)c1ccc(NC(=O)NNS(=O)(=O)c2ccc(F)cc2)cc1	-0.4	-1.8	-1	5	1	-2	1	i	-9	0.4
Cc1cc(C(=O)NNS(=O)(=O)c2ccc(C(C)(C)C)cc2)nn1C(C)(C)C	-0.6	0.3	0	6	3	-7	0	i	-15	1.8
CCc1ccc(N2C(=O)C3C4C=CC(CC4)C3C2=O)cc1 (centres undefined)	-0.9	-0.3	-3	0	-1	-10	4	i	-5	-1.4
CNC(=O)COC(=O)c1[nH]c(C)c(C(C)=O)c1C	-1.0	0.3	0	-2	-8	-3	4	i	0	-1.4

An excerpt from above, showing only MsrA inh:
molecule | MsrA inh
O=C(CN1C(=O)CCS(=O)(=O)c2ccccc21)NCc1ccccc1 | 0.1
CCOc1ccc(C(=O)Nc2nnc(C)s2)cc1OCC | -0.8
COC(=O)C1=C(N)OC2=C(C(=O)CCC2)C1c1cccnc1 (centres undefined) | 0.1

As entered above:
Value for CS(=O)(=O)c1ccc(C(=O)N2CCN(S(=O)(=O)c3ccc(C4CCCCC4)cc3)CC2)cc1 under LMPTP inh: 1.5
Value for COC(=O)C1=C(N)OC2=C(C(=O)CCC2)C1c1cccnc1 (centres undefined) under SUMO1 PPI mod: -2
Value for CCc1ccc(N2C(=O)C3C4C=CC(CC4)C3C2=O)cc1 (centres undefined) under MsrA inh: -1.4
Value for CC(=O)c1ccc(NC(=O)NNS(=O)(=O)c2ccc(F)cc2)cc1 under NadD inh: -2

New compounds follow:
SMILES	Tb MetRS inh	LMPTP inh	STEP inh	SUMO1 PPI mod	CSN deneddyl inh	NadD inh	DNMT1 block	Rpn11 inh	Scp-1 inhibitor	MsrA inh
COC(=O)c1ccc(-c2ccco2)n1Cc1cccc(C)c1	0.3	3.1	1	3	11	3	-3	i	-13	1.3
CCN(CC)S(=O)(=O)c1cc(NC(=O)CCNC(=O)c2ccco2)ccc1C	-0.8	-0.8	-3	5	3	2	3	i	-4	-0.1
COc1ccc(C2C(C(C)=O)=C(Nc3ccccc3)CC(C)(O)C2C(C)=O)cc1OC (centres undefined)	0.5	0.6	-4	-5	0	4	-6	i	-6	0.9
O=C(Cc1cccc([N+](=O)[O-])c1)Nc1cccc(C(=O)N2CCCC2)c1	-0.2	-1.0	1	-15	4	-3	7	i	-6	0.2
C/C(=N\Nc1ccccc1[N+](=O)[O-])c1ccccc1O	-1.0	1.9	1	-11	-2	2	-1	i	-2	1.3
CCOc1ccc(S(=O)(=O)c2cn(C)c3cc(OC)c(OC)cc3c2=O)cc1	-0.3	-0.9	-2	16	-4	-3	3	i	-6	1.2
Cc1nnc(SCC(=O)NCC(=O)Nc2ccc(F)c(F)c2F)n1Cc1ccccc1	-0.5	-0.7	0	1	3	-2	-1	i	0	-0.1
C/C(Cl)=C/Cn1c(SC(C)C)nc2c1c(=O)[nH]c(=O)n2C	-0.4	-0.1	1	1	1	7	-5	i	-6	·
O=c1n(Cc2ccccc2)nc2n1-c1ccccc1SC2	-0.5	-0.9	0	2	-2	0	-2	i	-11	-0.3
COc1ccc(/C=N/NC(=O)c2cccc(NC(=O)c3ccc(Cl)cc3)c2)c(OC)c1	-0.3	2.0	4	14	31	13	15	i	83*	2.4
COc1ccccc1NC(=O)C1CCN(S(C)(=O)=O)CC1	0.2	-1.0	-3	1	-1	1	2	i	-2	1.6
CC(NC(=O)c1ccnn1C)C1CCCO1 (centres undefined)	-0.8	-2.0	-2	-1	0	-4	0	i	4	-0.2
Cc1ccccc1CN1CCN(S(=O)(=O)c2cccc3nsnc23)CC1	-0.5	-0.8	-2	-24	-1	-11	4	i	4	-0.2
CNc1nc(SCc2ccccc2)nc(N2CCOCC2)n1	-0.1	0.5	-4	-3	-1	-3	-2	i	0	-1.1
CC1CCN(CC(=O)N2c3ccccc3CC2C)CC1 (centres undefined)	-0.5	-1.2	1	2	-1	-2	0	i	-12	-0.2
CC1CCCC(n2c(=S)[nH]c3ccccc3c2=O)C1C (centres undefined)	-0.7	3.4	0	2	4	-5	0	i	-11	0.8
Cc1noc(C)c1NC(=O)N(C)C[C@H]1Oc2ccc(NC(=O)Nc3ccccc3)cc2C(=O)N([C@H](C)CO)C[C@@H]1C	4.9	-2.2	-3	1	0	3	8	i	65*	0.1

Compounds as they come. Share with any hit: about 3.9%.
